# MrgX1 agonist: agonists of human MrgX1 receptor, primary screen, HEK293 cells, Fluo-4 calcium flux; B-score at 10 µM; Fluo-4 calcium fluorescence, agonist mode; stronger effect = higher value; Mas-related G-protein coupled receptor member X1 (Homo sapiens), Q96LB2; 0.44% of 310,000 active;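 active means calcium response B-score plate-corrected fluorescence ratio at least 3 library SD, with starting fluorescence B-score inside 5 SD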
#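 times = overnight plating, then 30 min 37 °C plus 30 min room-temperature dye loading | assay system = stable human MrgX1 HEK293 cell line | input = fifteen thousand cells per well | signal = kinetic calcium dye fluorescence, Fluo-4 NW | dosing = compound delivered in addition one of three | read-out = B-scored fluorescence response ratio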
# MrgX1 PAM: positive allosteric modulators of MrgX1, primary screen, HEK293 cells, Fluo-4 calcium flux. Mas-related G-protein coupled receptor member X1 (Homo sapiens), Q96LB2. FDSS; stronger effect = higher value. B-score at 10 µM. 0.63% of 310,000 active;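 active means plate-corrected calcium response at least 3 library SD above typical, normal starting fluorescence, not activating the receptor alone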;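 further: compound read alongside a low EC10 to EC30 dose of BAM8-22 agonist; peak minus trough fluorescence over baseline measured at the second addition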
# HIF act: HIF pathway transcriptional activators, primary screen, cell-based, U2OS HRE-luciferase, luminescence; U2OS HRE-luciferase reporter; normalized: DMSO 0%, desferrioxamine 100%; activation, % at 7.5 µM (by protocol); 0.32% of 300,000 active; AID 1910, 2009;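 active means mean activation of at least 10% of the iron chelator positive control signal, with at least half of replicates also reaching 10%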
# TRPC4 potent: positive allosteric modulators of TRPC4, primary screen, cell-based, mouse TRPC4beta, HEK293 mu-opioid, Fluo-4 calcium | Short transient receptor potential channel 4 (Mus musculus), Q9QUQ5 | DAMGO EC20, Fluo-4 Ca2+ flux; stronger effect = higher value | B-score at 10 µM | 0.42% of 310,000 active;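 active means B-score of calcium response area above 5 SD of library B-scores, with initial fluorescence ratio within 5 SD of library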;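 further: B-score of integrated fluorescence ratio over time as area under calcium response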
# TRPC6 activator: mouse TRPC6 channel activators, primary screen, cell-based, HEK293, membrane potential dye | Short transient receptor potential channel 6 (Mus musculus), Q61143 | HEK293-TRPC6 membrane potential dye fluorescence; stronger effect = higher value | B-score at 10 µM | 0.13% of 310,000 active | AID 2550, 2010;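 active means B-score of the integrated fluorescence ratio above library mean plus 3 SD, and starting fluorescence ratio within library mean plus 5 SD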;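 further: higher score means more depolarization so channel activation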
# Target sequence (Q61143 whole entry, looked up): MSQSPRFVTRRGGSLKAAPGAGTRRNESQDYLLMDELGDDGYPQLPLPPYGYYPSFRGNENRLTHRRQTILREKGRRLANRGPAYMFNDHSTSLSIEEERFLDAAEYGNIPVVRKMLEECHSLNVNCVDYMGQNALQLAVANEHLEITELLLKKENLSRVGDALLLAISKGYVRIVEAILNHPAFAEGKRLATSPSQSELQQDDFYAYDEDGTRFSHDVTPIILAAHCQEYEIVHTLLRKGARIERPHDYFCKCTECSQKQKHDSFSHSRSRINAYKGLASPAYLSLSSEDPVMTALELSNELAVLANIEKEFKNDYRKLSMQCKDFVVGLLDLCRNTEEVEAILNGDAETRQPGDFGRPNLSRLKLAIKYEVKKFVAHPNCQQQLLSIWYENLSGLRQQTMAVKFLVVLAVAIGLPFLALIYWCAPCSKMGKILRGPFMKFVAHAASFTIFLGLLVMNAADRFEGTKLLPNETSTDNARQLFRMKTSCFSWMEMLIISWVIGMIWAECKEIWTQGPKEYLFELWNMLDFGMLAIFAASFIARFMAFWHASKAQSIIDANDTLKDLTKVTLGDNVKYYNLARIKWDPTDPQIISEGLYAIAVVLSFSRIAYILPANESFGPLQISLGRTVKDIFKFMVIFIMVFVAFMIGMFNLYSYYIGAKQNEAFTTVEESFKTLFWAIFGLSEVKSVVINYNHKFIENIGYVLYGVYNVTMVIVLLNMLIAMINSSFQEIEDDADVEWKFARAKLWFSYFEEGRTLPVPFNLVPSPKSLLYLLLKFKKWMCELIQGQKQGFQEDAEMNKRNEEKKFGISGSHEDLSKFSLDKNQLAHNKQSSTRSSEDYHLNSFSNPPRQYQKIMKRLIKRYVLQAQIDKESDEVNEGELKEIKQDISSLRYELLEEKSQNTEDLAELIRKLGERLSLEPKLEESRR
# TRPC6 inhibitor: mouse TRPC6 channel inhibitors, primary screen, cell-based, HEK293, membrane potential dye; B-score at 10 µM; Short transient receptor potential channel 6 (Mus musculus), Q61143; ACh-evoked depolarization; stronger effect = lower value; 1.1% of 310,000 active;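 active means B-score under library mean minus 3 SD, initial fluorescence not abnormally high, positive integrated signal ratio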;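 further: B-score derived from integrated fluorescence ratio over the kinetic read; more negative B-score means stronger inhibition of depolarization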
# TRPC4 block: inhibitors of mouse TRPC4 channel, primary screen, Fluo4 calcium, HEK293 TRPC4beta/mu-opioid cells | AID 2247, 2010 | Short transient receptor potential channel 4 (Mus musculus), Q9QUQ5 | 0.39% of 300,000 active | DAMGO-evoked Fluo4 calcium flux; stronger effect = lower value | B-score at 10 µM;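 active means B-score over 3 SD under the library average, no early fluorescence shift, positive overall ratio signal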
#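 Test system – stable TRPC4beta/mu-opioid receptor HEK293 cells · Probe or stimulus – DAMGO, a submaximal dose followed by a maximal one · Dosing – one concentration per compound · Signal – Fluo4 calcium fluorescence by kinetic imaging, 5 s 1 Hz baseline · Evaluation – per-well B score of integrated baseline-normalized Fluo4 ratio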
# PolyA inhibitor: polyadenylation inhibitors in yeast reporter cells, primary screen, luminescence, S. cerevisiae | 0.02% of 300,000 active | S. cerevisiae SKY197-pL101 polyadenylation reporter, beta-gal luminescence; efflux-impaired pdr1/pdr3 knockout yeast; score 100 = 6 SD above DMSO | calls only at 12 µM;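 active means lowest replicate activity score at least 50, where 100 means six control SD above control mean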;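 further: yeast exposed to compound for 9 h at 30 °C; higher score means more reporter readthrough which indicates perturbed polyadenylation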
# MrgX1 antagonist: antagonists of human MrgX1 receptor, primary screen, HEK293 cells, Fluo-4 calcium flux; Mas-related G-protein coupled receptor member X1 (Homo sapiens), Q96LB2; BAM8-22 antagonism; stronger effect = lower value; B-score at 10 µM; 1.3% of 310,000 active;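 active means calcium-response B-score plate-corrected more than 3 library SD below zero, starting fluorescence within 5 deviations, no agonist response on first addition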;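 further: peak minus trough fluorescence over baseline after final BAM8-22 challenge near maximal dose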
# AI-2 QS modul: Vibrio harveyi AI-2 quorum sensing modulators, primary screen, JMH597 strain, luminescence/OD600 ratio; activity change, % at 7.5 µM; 0.4% of 300,000 active; Vibrio harveyi JMH597 AI-2 luminescence/OD600 ratio, 9 h; stronger effect = lower value; strain lacks LuxN and CqsS sensors; 0 = neutral-control median; in the data active means activity change below about -75%, passing the limit was not always enough;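 further: luminescence divided by OD600 gain over 9 h not by final OD600 alone; inactives centre near 13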
# TRPC4 act: activators of mouse TRPC4 channel, primary screen, Fluo4 calcium, HEK293 TRPC4beta/mu-opioid cells | Short transient receptor potential channel 4 (Mus musculus), Q9QUQ5 | Fluo4 calcium fluorescence; stronger effect = higher value | B-score at 10 µM | 0.49% of 310,000 active;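 active means B-score above 5 SD of library B-scores, and initial fluorescence ratio not above library mean plus 5 SD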;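 further: positive B-score marks a calcium rise read as TRPC4 activation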
#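 Material: HEK293 stable line with TRPC4beta plus mu-opioid receptor; technique: Fluo4 calcium-sensitive dye fluorescence, kinetic, 1 Hz baseline; timing: Fluo4 dye loading 45 min at room temperature, 110 s recording; controls: assay buffer as low control, maximal DAMGO as high control; read-out: integrated baseline-normalised fluorescence ratio, converted to per-well B score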
# An asterisk follows results filed as active; i = inactive; . = no result given.
compound	PolyA inhibitor	MrgX1 agonist	TRPC4 act	TRPC6 activator	TRPC4 potent	TRPC4 block	TRPC6 inhibitor	HIF act	MrgX1 PAM	AI-2 QS modul	MrgX1 antagonist
CC(C)Cn1c(SCC(=O)NC(=O)NC2CCCC2)nc2ccccc21	i	i	i	i	i	i	i	0.1	i	11	i
CCOCC(=O)Nc1ccccc1C(=O)OCC	i	i	i	i	i	i	i	-0.3	i	2	i
Cc1cc(NCc2ccccc2)nc2ccccc12	i	83*	51*	i	i	-7*	i	0.4	i	4	i
COc1ccc(NC(C)=O)cc1NC(=O)c1ccc2ccccc2c1	i	i	i	i	i	i	i	0.0	i	13	i
CC1=CN2C(=NC(=O)CC2(C)C(=O)N(CC(=O)NC2CCCC2)Cc2ccccc2)C=C1 (stereo not drawn)	i	i	i	i	i	i	i	0.0	i	-1	i
COc1cc2c(cc1OC)CN(CC(=O)NC(=O)NCc1ccco1)CC2	i	i	i	i	i	i	i	-1.1	i	0	i
CCCn1c(=O)c2c(nc3n2CCCN3Cc2ccccc2)n(C)c1=O	i	i	i	i	i	i	i	-1.4	i	5	i
O=C1CCCN1CC(O)CS(=O)(=O)c1ccc(Cl)cc1 (stereo not drawn)	i	i	i	i	i	i	i	-0.9	i	7	i
COc1ccc(C(C)NS(=O)(=O)Cc2ccccc2)cc1 (stereo not drawn)	i	i	i	i	i	i	i	-1.0	i	10	i
Cn1c(Cc2ccccc2)nnc1SCC(=O)NC1CC1	i	i	i	i	i	i	i	-0.3	i	21	i
CCCN1C2CCCC1CC(NC(=S)Nc1cc(C)cc(C)c1)C2 (stereo not drawn)	i	i	i	i	i	i	i	-0.6	i	12	-6*
CC1=C(C(=O)NC2CCCc3c2cnn3-c2cc(F)cc(F)c2)OCCO1 (stereo not drawn)	i	i	i	i	i	i	i	0.4	i	12	i
CC1CCCCN1C(=O)Cn1cc(C(=O)c2ccco2)c2ccccc21 (stereo not drawn)	i	i	i	i	i	i	i	-0.2	i	26	i
CCN(C(=O)c1ccc(Cl)c([N+](=O)[O-])c1)c1ccccc1	i	i	i	i	i	i	i	0.0	i	.	i
O=C(COC(=O)C1CC(O)CN1C(=O)Oc1ccccc1)c1ccc(Br)cc1 (stereo not drawn)	i	i	i	i	i	i	i	-0.4	i	20	i
CC12CCC(C(=O)N(CC(O)CN3CCCCC3)C1=O)C2(C)C (stereo not drawn)	i	i	i	i	i	i	i	0.3	i	15	i
Cc1ccc2nc(NC(=O)c3ccc(S(=O)(=O)N4CCCc5ccccc54)cc3)sc2c1	i	i	i	i	i	i	i	0.0	i	40	i
CSc1nnc2c(n1)OC(c1ccsc1)N(C(C)=O)c1ccccc1-2 (stereo not drawn)	i	i	i	i	i	i	i	1.8	i	7	i
CCCCOC(=O)c1ccc(NC(=S)NC(=O)c2c(Cl)cnn2C)cc1	i	i	i	i	i	i	i	0.2	i	5	i
COC(=O)c1ccc(-n2nc(C(F)(F)F)c3c2-c2ccoc2CC3)cc1	i	i	i	i	i	i	i	0.3	i	21	i
O=C(Cc1ccc(O)cc1)NCCNC(=S)NCc1ccccc1	i	i	i	i	i	i	i	-0.3	i	-5	i
CCOc1ccc(NC(=O)CSc2nc3ccccc3nc2N2CC(C)OC(C)C2)cc1 (stereo not drawn)	i	i	i	i	i	i	i	0.0	i	14	i
COc1cc(/C=N/NC(=O)c2ccccn2)cc2c1OCO2	i	i	i	i	i	i	i	1.2	i	7	i
O=C(COc1cccc(Br)c1)N/N=C1\CCCc2ccccc21	i	i	i	i	i	i	i	-0.7	i	9	i
NNC(=O)c1cncc(Br)c1	i	i	i	i	i	i	i	0.2	i	0	i
COc1ccc(C(C(=O)Nc2ccc3c(c2)OCO3)N(C)C(=O)Cc2c[nH]c3ccccc23)cc1 (stereo not drawn)	i	i	i	i	i	i	i	0.6	i	10	i
O=C(Cn1nc2ccccc2n1)N/N=C/c1cc([N+](=O)[O-])ccc1O	i	i	i	i	i	i	i	4.5	i	-86*	i
Cc1c(C(=O)NN2CCOCC2)oc2c1ccc1ccccc12	i	i	i	i	i	i	i	-0.1	i	-4	i
COc1cccc(CN2CCNC(=O)C2CC(=O)N(C)C2CCOCC2)c1OC (stereo not drawn)	i	i	i	i	i	i	i	-0.3	i	27	i
Cc1ccc(NC(=O)c2ccc(NCc3ccco3)c([N+](=O)[O-])c2)cc1Cl	i	i	i	i	i	i	i	-1.4	i	21	i
O=C(Nn1cnnc1)c1cc(-c2cccc(Br)c2)nc2ccccc12	i	i	i	i	i	i	i	0.8	i	3	i
Cc1ccccc1NC(=O)c1cccc2nc3ccccc3nc12	i	i	i	i	i	i	i	-0.4	i	1	i
COCCCNC(=O)C1CCCN(C(=O)Nc2ccc(OC)cc2)C1 (stereo not drawn)	i	i	i	i	i	i	i	0.2	i	11	i
CCOc1ccc(NC(=O)COC(=O)C2C3CC4OC(=O)C2C4C3)cc1 (stereo not drawn)	i	i	i	i	i	i	i	-0.4	i	31	i
CCc1nc(Nc2ccc(N3CCN(C(C)=O)CC3)cc2)c2oc3ccccc3c2n1	i	i	i	i	i	i	i	0.1	i	27	i
O=C(O)c1cccc(OCCN2CCCC2=O)c1	i	i	i	i	i	i	i	-0.5	i	17	i
Cc1ccc(CCSCC(=O)O)cn1	i	i	i	i	i	i	i	0.0	i	13	i
Cn1c(=O)c2c(nc(Oc3ccc4c(c3)OCO4)n2Cc2ccc(F)cc2)n(C)c1=O	i	i	i	i	i	i	i	-0.2	i	25	i
COc1cccc(NC(=O)COc2ccc(N3CC(C(=O)NCC(C)C)CC3=O)cc2)c1 (stereo not drawn)	i	i	i	i	i	i	i	0.6	i	3	i
CC1=CC2=NC(=O)/C(=C/c3coc4ccc(Cl)cc4c3=O)C(=N)N2O1	i	i	i	52*	i	i	i	-0.7	i	2	i
COc1ccccc1NS(=O)(=O)c1ccc(Cl)c(NC(=O)C(C)N2C(=O)c3ccccc3C2=O)c1 (stereo not drawn)	i	i	i	i	i	i	i	0.1	i	8	i
COc1ccc(C2C3(C#N)C(N)=NC(OC)(OC)C23C#N)cc1 (stereo not drawn)	i	i	i	i	i	i	i	-1.1	i	17	i
Cc1cc(-c2nc(C)c(-c3nnc(SCC(=O)Nc4ccc(Cl)cc4)n3C)s2)no1	i	i	i	i	i	i	i	0.0	i	16	i
CCCn1c(N)c(N(CCOC)C(=O)c2ccc(F)cc2F)c(=O)[nH]c1=O	i	i	i	i	i	i	i	1.2	i	1	i
OCCn1c(SCCOc2ccccc2)nc2ccccc21	i	i	i	i	i	i	i	0.2	i	6	i
O=C(Nc1ccc(N2CCN(C(=O)c3ccccc3)CC2)cc1)c1ccc2c(c1)OCCO2	i	i	i	i	i	i	i	1.0	i	15	i
CN(Cc1ccccc1)c1nc2c(c(=O)n(C)c(=O)n2C)n1CCSc1ncccn1	i	i	i	i	i	i	i	-0.2	i	14	i
CC(C)c1ccc(NC(=O)N2CCOCC2)cc1	i	i	i	i	i	i	i	-11	i	21	i
Fc1cccc(Cl)c1COc1ccc(-c2nnco2)cc1	i	i	i	i	i	i	i	0.5	13*	14	i
CC1CCC(C(C)C)C(OC(=O)CSc2nccc(=O)[nH]2)C1 (stereo not drawn)	i	i	i	i	i	i	i	0.2	i	24	i
Cc1ccc(NC(=O)c2ccc(S(=O)(=O)N3CCCCCC3)cc2)nc1	i	i	i	i	i	i	i	-9.9	i	24	i
Cc1ccc2oc(=O)c3cc(C(=O)NCCN4CCc5ccccc5C4)sc3c2c1	i	i	i	i	i	i	i	0.2	i	24	i
CCOc1ccc(CNC(=O)C2CCN(S(=O)(=O)N3CCCC3)CC2)cc1OC	i	i	i	i	i	i	i	.	i	33	i
Cc1ccc(C(c2c(C)[nH][nH]c2=O)c2c(C)[nH][nH]c2=O)cc1[N+](=O)[O-]	i	i	i	i	i	i	i	0.1	i	12	i
CC(=O)Nc1ccc(-c2ccc(NC(C)=O)c(O)c2)cc1O	i	i	i	i	i	i	i	1.4	i	3	i
O=C1Oc2ccccc2C(=O)/C1=C\N1CCN(c2ccccc2)CC1	i	i	i	i	i	i	i	0.0	i	21	i
Cc1cc(C)nc(NS(=O)(=O)c2ccc(NC(=O)CSc3nc4ccccc4[nH]3)cc2)n1	i	i	i	i	i	i	i	-0.5	i	43	i
O=C(NCCc1ccccc1)C1(S(=O)(=O)c2ccc(Cl)cc2)CC1	i	i	i	i	i	i	i	-0.1	i	8	i
COCC1CCCN(C(=O)c2ccc(OC3CCN(Cc4ccccn4)CC3)cc2)C1 (stereo not drawn)	i	i	i	i	i	i	i	.	i	35	i

# Not all compounds are listed, so the mix of outcomes need not match the whole.
